IDE inh – inhibitors of human insulin-degrading enzyme in cells; P14735; HEK cells, FAbetaB cleavage, fluorescence polarization; inhibition, % at 5.59 µM; 320,000 tested, 0.41% active; AID 434962;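 active = percent inhibition above the average of all tested compounds plus 3 SD, set per screening campaign, cut at about 16% in these data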;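 note: IDE supplied by intact live HEK cells; FP after avidin binding of uncleaved biotin substrate so inhibition keeps polarization high; 0% = DMSO wells and 100% = 60 µM reference IDE inhibitor Ii1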
Target sequence (P14735 whole entry, looked up): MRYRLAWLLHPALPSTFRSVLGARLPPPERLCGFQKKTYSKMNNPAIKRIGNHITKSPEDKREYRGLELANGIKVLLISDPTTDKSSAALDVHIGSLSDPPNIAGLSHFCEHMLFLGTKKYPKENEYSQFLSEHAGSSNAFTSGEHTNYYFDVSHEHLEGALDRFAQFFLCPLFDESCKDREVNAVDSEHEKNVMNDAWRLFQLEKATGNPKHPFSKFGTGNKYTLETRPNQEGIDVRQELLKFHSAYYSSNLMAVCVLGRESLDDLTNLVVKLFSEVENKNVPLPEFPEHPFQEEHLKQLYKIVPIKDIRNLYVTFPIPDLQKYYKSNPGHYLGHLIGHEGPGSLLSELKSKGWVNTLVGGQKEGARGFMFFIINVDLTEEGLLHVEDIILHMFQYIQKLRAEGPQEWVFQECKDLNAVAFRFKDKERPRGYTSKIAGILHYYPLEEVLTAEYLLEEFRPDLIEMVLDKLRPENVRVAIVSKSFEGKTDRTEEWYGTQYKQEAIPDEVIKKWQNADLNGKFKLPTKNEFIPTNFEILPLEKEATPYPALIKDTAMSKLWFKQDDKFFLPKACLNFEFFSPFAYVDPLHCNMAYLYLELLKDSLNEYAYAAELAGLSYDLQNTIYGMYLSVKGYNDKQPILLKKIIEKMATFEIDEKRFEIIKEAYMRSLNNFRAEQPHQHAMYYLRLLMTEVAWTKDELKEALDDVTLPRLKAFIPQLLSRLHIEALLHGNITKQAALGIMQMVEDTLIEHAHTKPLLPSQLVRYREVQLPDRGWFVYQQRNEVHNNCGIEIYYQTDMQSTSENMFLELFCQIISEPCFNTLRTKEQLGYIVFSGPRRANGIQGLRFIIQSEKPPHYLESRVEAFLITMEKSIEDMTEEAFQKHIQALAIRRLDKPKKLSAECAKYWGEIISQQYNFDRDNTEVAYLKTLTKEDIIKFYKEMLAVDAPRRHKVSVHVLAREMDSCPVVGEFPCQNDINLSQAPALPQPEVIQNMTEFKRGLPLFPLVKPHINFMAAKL
VIM-2 inh – inhibitors of Pseudomonas aeruginosa VIM-2 metallo-beta-lactamase. 290,000 tested, 0.89% active. purified VIM-2, nitrocefin hydrolysis, epi-absorbance fluorescence. inhibition, % at 5.6 µM;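 active = inhibition above the mean of all tested compounds plus 3 SD, cutoff set per screening run, cut at about 7.5% in these data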;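 note: red hydrolysis product quenches plate fluorescence so inhibitors raise well fluorescence; 0% = enzyme with DMSO and 100% = DMSO without enzyme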
IMP-1 inh – inhibitors of Pseudomonas aeruginosa IMP-1 metallo-beta-lactamase | AID 1556 | purified IMP-1, nitrocefin hydrolysis, epi-absorbance fluorescence | inhibition, % at 5.6 µM | 290,000 tested, 0.45% active;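 active = inhibition above the mean plus 3 SD of all compounds in the same screening run, cut at about 4.5% in these data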;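 note: 0% = IMP-1 with DMSO and 100% = DMSO wells lacking enzyme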
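System: purified recombinant IMP-1 beta-lactamase. Medium: Zinc- and detergent-supplemented HEPES buffer, pH 7.1. Compound: one 5.6 µM dose […]. Schedule: 15 min preincubation plus 25 min reaction at 25 °C. Technique: Epi-absorbance fluorescence, 480 nm excitation, 530 nm emission.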
SUMO HTRF inh – SUMOylation inhibition | P63279 | 290,000 tested, 0.36% active | AID 2006 | inhibition, % at 35 µM | HTRF SUMOylation assay, SAE1/SAE2 + UBC9, in vitro; in the data active = inhibition above about 50%, passing the limit was not always enough; note: strong numbers were not always called active
FID counter – counter-screen for HCV NS3 helicase inhibitors: DNA intercalator displacement | 290,000 tested, 0.17% active | DNA fluorescent intercalator displacement, fluorescence | AID 1845 | inhibition, % at 7.9 µM; in the data active = inhibition above about 37%;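 note: 0% = vehicle and 100% = reference compound; higher means more ethidium bromide displaced from hairpin DNA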
M18AAP inhibitor – PfM18AAP enzyme inhibition | inhibition, % at 7.35 µM | recombinant PfM18AAP, H-Glu-NHMec fluorogenic cleavage | 290,000 tested, 1.2% active;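 active = inhibition above the campaign mean inhibition over all tested compounds plus 3 SD, cut at about 28% in these data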;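 note: 0% = plate median of test compound wells and 100% = 2 mM ZnCl2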
IDE cell activ – boosts human insulin-degrading enzyme activity in HEK cells; P14735; activation, % at 5.96 µM; 340,000 tested, 0.073% active; FAbeta-B cleavage, fluorescence polarization; 0% vehicle, 100% cell-free pure enzyme wells; AID 493087;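 active = activation above the mean of all tested compounds plus 3 SD, set per screening campaign, cut at about 17% in these data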
p-CIP stab down – p/CIP protein destabilization | F442A p/CIP-EGFP cells, EGFP fluorescence, 16 h | AID 1984 | Q05BA5 | 290,000 tested, 0.01% active | decrease of EGFP signal, % at 10 µM;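 active = EGFP signal decrease of at least 30% at 10 µM or well 3 SD below plate mean, unless failing retest; inactive = the rest, including hits failing retest or dose response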; note: some compounds called inactive have numbers as strong as hits; many of its hits are not listed in these tables
HCV NS3 hel inh – blocks Hepatitis C virus NS3 helicase unwinding. NS3 helicase DNA unwinding, Cy5 molecular beacon fluorescence. inhibition, % at 10.9 µM. 290,000 tested, 0.56% active. AID 1800;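 active = inhibition above the mean of all tested compounds plus 3 SD, set per campaign, cut at about 35% in these data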;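 note: 0% = DMSO wells and 100% = thioflavine S control wells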
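Assay system – hepatitis C virus NS3 helicase domain fragment enzyme · Buffer or medium – MOPS pH 6.5, MgCl2, DTT, Tween20, BSA · Reagent – Cy5/quencher beacon DNA duplex and ATP to start · Compound – single 10.9 µM dose · Timing – 1 h at 25 °C · Technique – Cy5 beacon fluorescence read at start and 1 h · Measure – % inhibition of unwinding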
Starred values were filed as active, the others as inactive; / = no result given.

Under each structure – IDE inh	VIM-2 inh	IMP-1 inh	SUMO HTRF inh	FID counter	M18AAP inhibitor	IDE cell activ	p-CIP stab down	HCV NS3 hel inh
Cc1ccc(O)c(CCc2ccc(O)cc2)n1
 : -3.0	-3.8	0.2	-11.4	4.6	-1.4	3.9	-8.6	-0.4
Cc1c(NC(=O)c2cc(-c3ccc4c(c3)OCO4)on2)c(=O)n(-c2ccccc2)n1C
 : 0.4	-1.0	-1.3	15.5	2.1	-0.4	-7.8	-2.4	3.1
CN(C)S(=O)(=O)c1ccc(Cl)c(C(=O)NC2CCN(Cc3ccccc3)C2)c1 (stereo not given)
 : 6.2	-0.6	-1.3	-2.9	2.5	-0.9	3.4	-4.1	9.4
Nc1nc(C(F)(F)F)cc(=O)[nH]1
 : 3.8	-2.6	-4.2	6.7	-3.5	-1.6	3.4	-4.1	6.0
COc1ccc(CCOC(=O)c2cccc(NC(C)=O)c2)cc1
 : -1.3	-1.4	0.1	-1.2	-29.8	-4.7	-2.9	-4.0	-5.2
O=C(N/N=C/c1cc(Cl)ccc1O)c1ccc(Br)cc1
 : 4.1	-3.0	-2.9	14.3	-10.1	-4.5	-10.8	0.4	2.9
NC(=O)c1c(NC(=O)CCCn2cnc([N+](=O)[O-])n2)sc2c1CCCC2
 : 1.7	-3.1	-2.5	-9.4	2.1	17.8	2.5	-4.3	-2.3
COc1ccc(Cc2nnc(NS(=O)(=O)Cc3ccccc3)s2)cc1
 : -0.2	13.9*	-3.0	8.8	-34.5	2.1	5.5	-0.9	29.1
O=[N+]([O-])c1ccc(N2CCN(c3ccccc3)CC2)cc1
 : -1.7	-1.4	-2.9	24.9	0.2	-8.0	3.4	-1.9	2.7
C=CCn1c(SCC(=O)NC2CC2)nnc1-c1cccs1
 : -0.7	-1.6	-1.8	10.6	-5.3	3.4	8.0	-1.0	-0.7
COc1ccc(CNC(=O)CCSCc2ccccc2C)cc1
 : 8.9	-2.5	-1.7	15.8	-22.4	-4.9	-1.2	-1.9	1.7
Cc1ccc(-c2nn(-c3ccccc3)cc2C2CC(c3cccs3)=NN2C(=O)CCCC(=O)O)cc1 (stereo not given)
 : 0.8	-2.2	-1.8	23.7	-36.0	-8.9	-0.4	-2.3	10.4
COc1ccc(N2CCN(C(=O)CN(C)S(=O)(=O)c3ccc4c(c3)c(=O)n(C)c(=O)n4C)CC2)cc1
 : 7.0	2.6	0.7	-4.4	-21.4	-5.9	2.9	-0.8	3.1
Cc1ccc(S(=O)(=O)N2CCCCC2c2cccnc2)c(C)c1C (stereo not given)
 : 4.2	-2.3	-2.7	15.7	-22.1	2.1	-3.2	-0.5	-7.7
COc1ccc(Nc2cc(C)c3ccccc3n2)cc1
 : 0.2	-1.1	-1.9	-1.5	-1.1	4.7	5.8	-0.5	-9.8
CC(C)CCn1c(O)c(N=Nc2ccccn2)c2ccccc21
 : 4.5	-3.4	-3.6	11.3	-5.6	-4.5	2.6	-7.5	2.9
COCC(=O)N(C)C1(c2nnnn2CCOC(=O)Nc2cccc3ccccc23)CCCC1
 : 2.2	1.1	-0.2	10.5	-10.8	-0.8	0.5	-7.9	-6.5
C/C(=N\NC(=O)OC(C)(C)C)c1ccccc1Br
 : -5.1	-3.4	-3.8	-10.5	1.3	-11.0	-1.1	-9.4	-11.0
Cc1ccc2cc(S(=O)(=O)NCCCC(=O)O)ccc2c1
 : 3.6	0.0	0.7	0.1	-7.4	-3.2	2.1	4.8	-3.8
Cc1ccc(N/N=C(\C#N)C(N)=S)c(C)c1
 : 1.0	-1.0	-1.9	0.5	6.8	-2.9	-2.8	8.0	12.1
CCSc1nnc(NC(=O)C2(C)Cc3ccccc3C(=O)O2)s1 (stereo not given)
 : 3.1	-0.6	-1.0	-1.0	-15.5	-8.2	2.2	6.1	-0.8
CCOC(=O)c1sc2nc(CSc3nc4ccccc4n3CC)[nH]c(=O)c2c1C
 : 6.3	1.6	0.5	1.1	-11.2	9.0	1.8	0.7	15.0
O=C(COC(=O)C12CC3CC(CC(O)(C3)C1)C2)NC12CC3CC(CC(C3)C1)C2
 : 4.5	2.6	-0.5	8.5	-30.1	-0.2	-0.5	0.9	-19.8
COc1ccc(CCC(=O)N/N=C(\C)c2ccc3c(c2)OCO3)cc1
 : -1.4	-0.3	-2.2	4.7	-20.5	1.1	0.8	-17.7	-7.5
CC(C)NC(=O)Cn1c(SCC(=O)N2CCCCCC2)nc2ccccc21
 : -0.6	0.3	-5.7	-18.2	-16.2	2.4	5.8	-1.4	0.5
CCOC(=O)C1=C(COC(=O)CNS(=O)(=O)c2ccc(C)cc2)NC(=O)NC1C (stereo not given)
 : 3.1	-0.8	-0.8	7.4	-21.5	-2.3	-3.4	-14.4	2.0
COc1ccc(-c2cc(C(=O)N/N=C/c3cccnc3)c3ccccc3n2)cc1
 : /	-1.7	-1.4	30.7	-29.8	-1.2	3.7	-21.9	-3.3
CC(=O)Nc1nnc(-c2c(-c3c(Cl)cccc3Cl)noc2C)o1
 : 10.4	-3.4	-3.5	10.4	-10.4	4.3	2.2	-11.9	11.5
CC(C)Cc1nc2n[nH]c(N)c2c2c1COC(C)(C)C2
 : 0.2	-4.3	1.4	16.0	-8.4	-4.1	3.6	-19.4	7.1
COc1cccc(C2Nc3ccc4ccccc4c3C3=C2C(=O)CCC3)c1O (stereo not given)
 : 2.2	-2.2	-3.2	14.2	-14.9	3.9	2.2	-2.5	14.9
COc1ccc(CCNC2CC(=O)N(CCc3ccc(OC)c(OC)c3)C2=O)cc1 (stereo not given)
 : 5.4	-4.9	-4.8	8.4	-10.4	-139.1	7.4	-2.5	0.3
CN1CCN(C(=O)c2cn(-c3ccccc3)nc2-c2cccnc2)CC1
 : -0.2	-1.7	-2.9	-1.4	7.0	2.7	3.1	-15.3	3.9
COC(CNS(=O)(=O)c1cccc2nonc12)OC
 : -1.3	-1.8	-2.8	1.5	-9.8	-8.0	-2.5	-6.0	9.5
CCCCN(CCCNC(=O)C1CCN(C(=O)c2cc3sccc3n2C)CC1)Cc1ccccc1
 : 1.8	-0.7	-2.9	8.8	32.5	6.6	3.3	-1.8	-23.7
Cc1cc(C)nc(OC(C(=O)O)C(OCCc2ccccc2)(c2ccc(F)cc2)c2ccc(F)cc2)n1 (stereo not given)
 : 3.7	-1.4	-2.6	31.9	-26.1	4.0	2.3	-9.4	32.3
O=C(CCSCc1ccccc1Cl)NC1CCCCC1
 : -0.1	0.5	-2.4	17.6	-16.9	5.3	3.6	1.0	8.2
O=c1c(-c2ccc(Cl)cc2)[n+]([O-])c2ccccc2n1OCc1nc2ccccc2[nH]1
 : -1.3	-2.8	-0.7	18.4	-6.5	5.5	0.7	-1.2	3.8
O=[N+]([O-])c1ccc(Cl)c2cccnc12
 : 3.8	-1.5	-1.7	-10.3	1.3	0.1	1.1	11.8	2.9
Cc1cccc(NS(=O)(=O)c2cccc3cccnc23)n1
 : 3.2	-1.6	-3.5	13.4	11.4	-2.2	1.1	-11.1	5.3
CCOc1ccccc1-c1nn2c(Cc3ccccc3)nnc2s1
 : 5.5	-0.3	-2.2	3.0	-14.7	-9.1	0.3	-16.0	-2.9
COc1cc2c(cc1OC)C(C(=O)Nc1ccccn1)C(c1cccnc1)N(C)C2=O (stereo not given)
 : -4.3	1.2	-4.0	19.2	-1.8	7.9	-2.7	6.7	-6.4
COc1ccccc1Cn1c(=S)[nH]c2cc(C(=O)NCCN(C)C)ccc2c1=O
 : -1.2	-2.7	-2.9	13.9	15.6	-6.6	0.6	-8.0	-50.3
O=C(Nc1ccc(Br)cc1Cl)NC1CC1
 : -1.9	-2.5	-3.0	11.7	-0.8	2.4	1.0	-5.9	-1.1
CCOC(=O)C(=O)Nc1ccc(Oc2ccccc2)cc1
 : -2.5	-1.8	-2.9	-0.2	-8.5	1.8	-2.3	-46.4	0.9
O=C(Nc1cc(Cl)ccc1N1CCOCC1)c1ccco1
 : /	-3.0	-3.1	3.5	-20.4	1.0	0.7	-9.2	0.2
O=C(CCc1ccccc1)Nc1ccncc1
 : -1.0	-0.8	-2.9	15.7	1.7	3.5	-3.9	-13.5	-0.9
CCc1cccc(OCC(=O)Nc2ccc(S(=O)(=O)Nc3ccccn3)cc2)c1
 : -7.5	-0.6	-0.8	19.7	-20.8	-4.0	-2.3	-10.9	8.1
O=C(OCCN1CCN(c2ncc(C(F)(F)F)cc2Cl)CC1)c1ccc(Cl)cc1
 : 1.4	-1.0	-1.8	14.1	-3.3	-2.1	5.3	-10.8	10.0
Cc1[nH]n(-c2nc(-c3ccc(Cl)cc3)cs2)c(=O)c1N=Nc1ccc(O)cc1
 : 2.2	-2.4	-1.6	-6.5	-8.7	3.3	/	-1.0	3.2
O=C(c1ccc([N+](=O)[O-])s1)N1CCN(c2ccc(C(F)(F)F)cn2)CC1
 : 8.6	-1.6	-0.8	9.0	-8.0	3.6	-4.7	-20.1	11.6
Clc1ccc(CCNc2ncnc3c2nnn3Cc2ccccc2)cc1
 : 5.2	-1.6	-1.8	14.0	-14.3	0.6	-0.2	-8.7	-6.2
CN1C[C@@H]2C(c3ccc(Cl)nc3)C3(c4ccc(C#N)cc4)CC2(C3)[C@H]1c1ccccc1 (stereo not given in full)
 : 4.1	/	/	-3.0	/	/	-0.7	0.7	/
CCc1ccc(S(=O)(=O)NCc2cccnc2)cc1
 : -0.7	2.3	1.6	5.3	-10.9	-14.5	3.0	-2.3	6.9
Cc1cc(C)n2nc(SCC(N)=O)nc2n1
 : 3.9	2.4	-0.4	-19.6	-5.5	2.1	7.4	13.3	-2.2

Bioassay records: PubChem BioAssay, several laboratories

Outcome played no part in choosing rows. Share with any hit: about 3.6%.
